CAL PDZ FP-1: inhibitors of human CAL PDZ peptide binding. purified CAL PDZ, TMR-peptide fluorescence polarization, 1 h. inhibition, % at 20 µM. AID 504414. actives 0.02% (n = 330,000);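 active = highest replicate inhibition of at least 40%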;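 also: plate controls were DMSO neutral control wells for no effect and unlabeled competitor peptide control wells for full effect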
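Material: tagged CAL PDZ protein CerCALP, purified; buffer or medium: sodium phosphate/NaCl buffer pH 7.4 with TCEP, IgG, Thesit; also added: fluorescent TMR peptide probe; schedule: 1 h incubation at room temperature before polarization reading; technique: fluorescence polarization from S- and P-plane intensities, G-factor corrected; control set: unlabelled peptide and DMSO controls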
RTF Ca sens act: increases calcium sensitivity of human cardiac regulated thin filaments; P19429+P45379; IANBD-labeled TnC RTF fluorescence at EC20 calcium; 0% EC20 calcium, 100% full calcium; activation, % at 7.2 µM; actives 0.24% (n = 340,000); AID 493008;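 active = activation above the mean over all tested compounds plus 3 SD, cut at about 30% in these data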;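 also: rise in fluorescence read as greater calcium sensitivity of cardiac thin filaments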
CDK5 inh: inhibitors of human CDK5/p35 kinase; actives 0.01% (n = 330,000); Q00535+Q15078; Recombinant CDK5/p35, ADP-Glo luminescence, 60 min; AID 488839; inhibition, % at 10 µM;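 active = highest replicate inhibition of at least 50% and at least 75% of replicates reaching 50%; inconclusive = only one of the two criteria met; inactive = both criteria failed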;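 also: plate controls were DMSO neutral control for no effect and GW8510 at 10 µM for full effect; many of its hits are not listed in these tables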
Rtt109 HAT inh: C. albicans Rtt109 histone acetyltransferase inhibition; inhibition, % at 34.9 µM; actives 0.16% (n = 330,000); purified Rtt109/Vps75, ThioGlo CoA-SH fluorescence, 4 h;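 active = inhibition of at least 50% in every replicate; inconclusive = best replicate reaches 50% inhibition but some replicates fall short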
Target sequence (Q5AAJ8 whole entry, looked up): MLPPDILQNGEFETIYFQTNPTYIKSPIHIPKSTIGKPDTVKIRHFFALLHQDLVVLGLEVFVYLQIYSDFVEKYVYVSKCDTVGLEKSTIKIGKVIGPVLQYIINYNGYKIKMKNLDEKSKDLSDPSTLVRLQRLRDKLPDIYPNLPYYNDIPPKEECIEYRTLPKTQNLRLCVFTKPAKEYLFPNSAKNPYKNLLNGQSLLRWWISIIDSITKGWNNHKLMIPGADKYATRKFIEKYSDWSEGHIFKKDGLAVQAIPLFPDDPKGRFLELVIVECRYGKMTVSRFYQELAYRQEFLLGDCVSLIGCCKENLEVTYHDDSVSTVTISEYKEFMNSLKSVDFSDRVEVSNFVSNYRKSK
Tat export inh: inhibitors of E. coli Tat protein transport; actives 0.036% (n = 340,000); AID 488895; inhibition, % at 10 µM; E. coli MC4100 TorA-mCherry Tat export, fluorescence;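 active = mean replicate inhibition at least 50% and at least half of replicates individually reaching 50%; inconclusive = only one of the two criteria met; inactive = neither criterion met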;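 also: exported cargo escapes ClpAP degradation while cytoplasmic cargo is degraded and loses fluorescence; 0% = median of neutral control wells and 100% = median of NaSCN control wells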
CAL PDZ FP-2: blocks peptide binding to the human CAL PDZ domain | purified CAL PDZ, TMR-peptide fluorescence polarization, 1 h | inhibition, % at 24.9 µM | actives 0.92% (n = 300,000) | AID 602252;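 active = mean inhibition of at least 30% with at least half of replicates also reaching 30%; inconclusive = no clear call, values can overlap the other calls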;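 also: 0% = DMSO neutral control and 100% = excess unlabeled competitor peptide PRC23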
V-ATPase pH: regulators of yeast V-ATPase proton transport. response, % at 10 µM. S. cerevisiae, pHLuorin cytosolic pH fluorescence. AID 504577. actives 0.37% (n = 350,000); in the data active = response mostly above about 7.3%, no sharp cut-off; inactive = mostly below about 5.4%; also: actives read high; inactives centre near 0; some compounds called inactive have numbers as strong as hits
Wnt bcat act: activates Wnt/beta-catenin signaling in a reporter cell assay; activator, plate reader; activation, % at 9.35 µM; actives 1.2% (n = 300,000); AID 743398; in the data active = activation above about 30%, passing the limit was not always enough; inconclusive = no clear call, values can overlap the other calls;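 also: 0% = neutral control wells and 100% = positive control wells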
dFosB act: mouse delta FosB homodimer activation; P13346; purified delta FosB, TAMRA-CDK5 oligo fluorescence polarization; percent of positive-control signal above neutral wells; activation, % at 25 µM; actives 0.99% (n = 340,000);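 active = mean activation above about 17%, with every replicate also reaching it, limit read from the data, passing the limit was not always enough; inconclusive = only one of the two conditions met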;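 also: fluorescence polarization rise as delta FosB binds a TAMRA Cdk5 AP-1 oligo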
Target sequence (P13346 whole entry, looked up): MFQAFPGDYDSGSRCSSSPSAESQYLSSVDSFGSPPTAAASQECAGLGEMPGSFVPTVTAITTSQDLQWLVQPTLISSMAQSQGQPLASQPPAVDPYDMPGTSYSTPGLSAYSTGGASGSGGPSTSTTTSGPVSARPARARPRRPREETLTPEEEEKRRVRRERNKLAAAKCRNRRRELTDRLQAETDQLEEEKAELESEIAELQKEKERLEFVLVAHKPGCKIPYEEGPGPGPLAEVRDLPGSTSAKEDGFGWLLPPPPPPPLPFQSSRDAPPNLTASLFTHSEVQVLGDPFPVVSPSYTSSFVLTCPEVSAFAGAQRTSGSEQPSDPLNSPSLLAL
MITF act: MITF TRPM1 promoter activation in melanoma cells; SK-MEL-5 TRPM1-promoter luciferase, 24 h; % of positive control, neutral wells = 0; activation, % at 12.5 µM; actives 0.75% (n = 300,000);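 active = mean activation of at least 80% with every replicate also reaching 80%; inconclusive = mean reaches 80% but some replicate falls short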;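 also: 0% = neutral control wells and 100% = parthenolide positive control wells; values of inactives mirror those of a sister screen read the other way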
Numbers without * were called inactive; ? = inconclusive; . = not tested or not shown.

mol | CAL PDZ FP-1 | RTF Ca sens act | CDK5 inh | Rtt109 HAT inh | Tat export inh | CAL PDZ FP-2 | V-ATPase pH | Wnt bcat act | dFosB act | MITF act
CC1(c2ccccc2Cl)NC(=O)N(CC(=O)N2CCc3ccccc32)C1=O (stereo not given) | -0.6 | 4.7 | -0.3 | -6.4 | -0.7 | -3.2 | -3.5 | -1.3 | 0.0 | -7.2
CC(C)n1cc(CN2CCCC(C(=O)Nc3cccc(-c4cc5ccccc5[nH]4)c3)C2)cn1 (stereo not given) | -1.8 | -0.8 | -4.2 | 36.6 | 4.5 | -4.8 | -0.8 | -2.6 | 3.4 | 4.3
c1csc(C2Nc3cccc4cccc(c34)N2)c1 | . | -7.6 | 2.7 | -7.6 | -2.7 | 1.8 | 1.0 | -6.1 | 36.4* | -27.8
COc1ccc(-c2cc(-c3n[nH]c(=S)n3-c3ccccc3Cl)[nH]n2)cc1 | -4.1 | -2.4 | 1.5 | . | -0.5 | -3.1 | -5.8 | -1.6 | -10.8 | -6.5
COc1cc(C2CC(c3ccccc3)=NN2c2ccccc2)ccc1OCC(=O)O (stereo not given) | -1.5 | -2.5 | 1.6 | -133.8 | 4.7 | -5.4 | -1.2 | 1.5 | -8.2 | -8.8
COc1ccccc1C(=O)NCC(=O)OCC(=O)N(CC(C)C)c1c(N)n(Cc2ccccc2)c(=O)[nH]c1=O | -0.1 | -1.3 | 0.5 | 11.5 | -2.5 | . | 1.6 | -1.2 | -2.5 | 5.1
Cc1ccccc1C(=O)NC1CCN(CC(=O)NCc2cccs2)CC1 | 0.6 | 4.7 | -0.8 | -15.6 | -15.9 | . | 0.9 | -1.2 | 1.8 | -4.0
CCOc1ccc(NC(=O)CN(C)C(=O)c2c(C)nn(-c3ccccc3)c2Cl)cc1OCC | -1.8 | 0.8 | 2.1 | -8.7 | 3.1 | -2.7 | 2.6 | 1.2 | -8.5 | -12.1

Further results.
mol | CAL PDZ FP-1 | RTF Ca sens act | CDK5 inh | Rtt109 HAT inh | Tat export inh | CAL PDZ FP-2 | V-ATPase pH | Wnt bcat act | dFosB act | MITF act
CN(C)/C=C1\SC(=S)N(c2ccc(F)cc2)C1=O | -0.8 | 3.3 | 2.5 | . | 7.7 | -3.2 | 6.4 | 14.3 | 9.1 | .
O=C(NCCOc1ccccc1)C1CCC(=O)N(CCc2ccccn2)C1 (stereo not given) | -2.8 | -2.1 | -3.1 | -7.7 | 5.0 | 0.4 | 3.2 | 1.4 | 0.1 | -2.3
O=C(N/N=C\c1ccc(CNS(=O)(=O)c2ccccc2)o1)C(=O)Nc1ccc(F)cc1 | -0.2 | 2.1 | 0.3 | -4.8 | -1.1 | 1.7 | 1.6 | 1.8 | 37.8* | 15.8
Cc1ccc(-c2noc(CCC(=O)NC3CCCC3)n2)cc1 | -2.2 | -1.5 | -2.0 | -1.2 | 7.3 | -5.1 | -1.4 | -4.3 | -2.1 | 0.5
C=CCSc1cc(C)nc2c(-c3ccccc3)c(C)nn12 | -1.8 | 8.5 | -1.4 | -5.0 | 0.9 | 1.8 | -0.4 | -2.9 | -5.8 | 6.9
COC(=O)c1ccc(NS(=O)(=O)c2cc(C)ccc2OC)cc1 | -1.0 | 5.7 | 0.3 | 26.7 | -7.7 | -1.5 | -2.3 | . | -5.7 | -4.9
CC(/C=N/NC(=O)c1ccc2nc(C)[nH]c2c1)=C\c1ccccc1 | -3.6 | -3.6 | 0.0 | -1.1 | -2.4 | -2.8 | -6.2 | . | -2.0 | 14.8
CSCC[C@H](NC(=O)c1ccc(Cl)c([N+](=O)[O-])c1)c1nc2ccccc2[nH]1 | -2.1 | -9.5 | -0.4 | -5.6 | -2.2 | -3.0 | 2.2 | -1.0 | -7.4 | 10.2

Next compounds:
mol | CAL PDZ FP-1 | RTF Ca sens act | CDK5 inh | Rtt109 HAT inh | Tat export inh | CAL PDZ FP-2 | V-ATPase pH | Wnt bcat act | dFosB act | MITF act
O=C(Nc1nnc(SCc2ccccc2F)s1)c1ccco1 | -1.7 | -3.3 | 0.2 | -3.2 | -2.3 | -1.6 | 1.3 | -0.5 | -3.1 | 7.5
CCN(Cc1ccccc1)C(=O)CSc1ccccc1C(=O)O | -3.3 | -4.7 | -0.3 | 1.9 | -6.0 | -2.9 | 4.9 | 0.7 | 1.6 | -4.9
O=c1cc(-c2ccc(Cl)c(Cl)c2)[nH][nH]1 | -1.8 | 5.2 | 1.6 | -1.3 | -9.5 | -1.7 | 3.2 | . | -9.2 | -2.5
CCOc1ccc(NC(=S)NC(=O)/C=C/c2ccco2)cc1 | -0.1 | 2.6 | 1.9 | -2.6 | 2.4 | . | -0.4 | 4.0 | -1.3 | 10.0
CCOC(=O)N1CCN(C(=O)c2cccc(S(=O)(=O)Nc3ccccc3Cl)c2)CC1 | -0.5 | 2.4 | 0.6 | -9.1 | -3.7 | -2.5 | 0.1 | 3.8 | -6.0 | .
Cc1ccc(-c2cc(C(=O)NCCc3ccc(S(N)(=O)=O)cc3)c3ccccc3n2)cc1 | -1.4 | 2.0 | 1.1 | -0.1 | -17.7 | -2.7 | 0.6 | -1.2 | 7.7 | 22.2
CCN1CCN(S(=O)(=O)c2ccc(C)c([N+](=O)[O-])c2)CC1 | -0.4 | -0.5 | -0.6 | -0.6 | 6.0 | -2.4 | 3.5 | . | -2.2 | -5.9
O=C(Oc1cccc2c(O)cccc12)c1ccccc1Cl | -5.4 | -0.4 | 0.2 | -5.5 | -18.6 | -6.7 | 8.2 | 8.6 | -6.9 | -2.0

Later entries
mol | CAL PDZ FP-1 | RTF Ca sens act | CDK5 inh | Rtt109 HAT inh | Tat export inh | CAL PDZ FP-2 | V-ATPase pH | Wnt bcat act | dFosB act | MITF act
CCC(CC)NC(=O)CON=C1c2ccccc2-c2ccccc21 | -2.3 | -2.3 | 1.4 | -9.3 | 7.1 | -3.8 | 0.9 | . | -3.8 | 7.4
Cc1cc(NC(=O)Nc2ccccc2Cl)no1 | . | -0.5 | -0.2 | 1.5 | -3.0 | -1.0 | -0.8 | 5.8 | -15.4 | 25.4
CN(Cc1ccco1)C(=O)Cn1nc(-c2ccc(Cl)cc2)ccc1=O | -3.2 | -3.7 | -0.6 | . | 2.4 | -5.9 | 1.9 | 0.0 | -4.9 | -8.9
O=C(Cn1ccc([N+](=O)[O-])n1)NCc1cccs1 | -2.3 | 2.4 | -1.8 | 6.8 | -3.2 | -3.5 | 2.0 | 2.2 | -9.8 | 0.1
Cn1c(N)c(C(=O)COC(=O)CNC(=O)c2ccccc2)c(=O)n(C)c1=O | 1.0 | 5.4 | -1.9 | -1.4 | -9.8 | -5.3 | 4.4 | -3.3 | -6.9 | -4.5
COc1ccc(NC(=O)NNC(=O)c2ccc3ccccc3c2O)cc1OC | 0.0 | -5.5 | -0.7 | -13.2 | 1.6 | -4.4 | 1.1 | -0.2 | 0.8 | 0.3
Cc1ccccc1CN1CCN(S(C)(=O)=O)CC1 | -1.1 | 5.8 | -0.1 | -3.4 | -8.8 | -5.7 | -0.8 | . | 0.0 | .
N#CC1=C2C=Cc3ccccc3N2CCCC1=O | 0.2 | -6.8 | -0.4 | 1.7 | -11.4 | . | 1.9 | 0.0 | -9.4 | .

The list continues:
mol | CAL PDZ FP-1 | RTF Ca sens act | CDK5 inh | Rtt109 HAT inh | Tat export inh | CAL PDZ FP-2 | V-ATPase pH | Wnt bcat act | dFosB act | MITF act
Cc1c(Cl)cccc1NC(=O)CNC(=O)C1CCN(C(=O)Nc2ccccc2)CC1 | -4.1 | 5.5 | -4.8 | 6.4 | -7.0 | -1.2 | -1.0 | -0.1 | 24.4* | 2.8
Cc1ccccc1NC(=O)/C(C#N)=C/c1ccc[nH]1 | -2.0 | 7.8 | 0.0 | -11.0 | -6.2 | 0.8 | -0.3 | 9.0 | 0.7 | 9.8
Cc1nn(CCO)c(C)c1Oc1ccccc1O | -0.8 | -0.8 | -0.2 | -6.5 | 1.0 | 1.8 | 0.7 | . | 4.6 | 9.7
CCC(Oc1ccccc1)C(=O)Nc1ccc(S(=O)(=O)N2CCOCC2)cc1 (stereo not given) | -0.9 | 0.8 | 0.9 | 2.6 | 6.2 | -0.8 | -0.8 | 3.5 | -5.9 | -9.9
CCOC(=O)c1cc(-c2ccccc2)n(CC(=O)Nc2ccc(OC)c(OC)c2)c1C | -2.9 | -1.5 | 1.3 | -2.1 | 6.0 | -0.9 | 0.8 | -3.0 | 12.1 | -6.4
CC1=CC(C)(C)Nc2ccc(OC(=O)c3ccco3)cc21 | 0.3 | -2.9 | 0.2 | -4.2 | -2.3 | -1.8 | -3.5 | 24.6 | -1.4 | -8.2
CC1=CC(=C(C#N)C#N)C=C(C)N1Cc1ccc(Cl)cc1 | 0.0 | 15.4 | -7.5 | -6.6 | -2.1 | -0.8 | -2.4 | 3.5 | -1.7 | 1.4
COc1ccc(-n2nnc3c(=O)n(CC(=O)Nc4cc(C)on4)cnc32)cc1 | -1.5 | 2.2 | 0.4 | -1.1 | -9.4 | 1.8 | 1.2 | -3.1 | ? | -1.3

(listing goes on)
mol | CAL PDZ FP-1 | RTF Ca sens act | CDK5 inh | Rtt109 HAT inh | Tat export inh | CAL PDZ FP-2 | V-ATPase pH | Wnt bcat act | dFosB act | MITF act
Cc1ccc(NC(=S)NNC(=O)c2ccc(N3CCOCC3)c([N+](=O)[O-])c2)cc1C | -3.2 | -6.7 | . | -0.8 | -1.2 | -6.8 | 2.8 | -3.8 | -8.9 | 2.8
COc1ccc(C2C(=O)N(C3CCCCC3)CC(=O)N2C2CCCCC2)cc1 (stereo not given) | 0.0 | 3.1 | 1.0 | 3.8 | -2.8 | 0.2 | -5.0 | -3.5 | 1.1 | -10.7
Cc1c(C(=O)OCC(=O)N2CC(=O)Nc3ccccc32)oc2ccc(Br)cc12 | 0.0 | 1.9 | -0.1 | 14.6 | 0.7 | -7.0 | 2.3 | . | 70.0* | -24.0
O=C(CSc1nc(-c2ccccc2)cc(=O)[nH]1)Nc1ccccn1 | -1.0 | -2.0 | 0.6 | -3.0 | -1.1 | 13.2 | 0.1 | . | 3.4 | -5.8
CCOC(=O)c1ccc(NC(=O)CC2OCCN(CC)C2=O)cc1 (stereo not given) | -2.5 | 0.3 | 1.0 | 3.0 | 2.6 | 0.0 | 3.0 | -6.0 | -6.9 | .
O=C(/C=C/c1ccc(NC(=O)c2ccccc2-c2ccccc2C(=O)O)cc1)c1ccccc1 | -2.3 | 11.8 | -0.7 | 2.0 | 11.4 | . | -0.7 | 1.1 | -16.9 | 0.1
CC(C)(C)c1nnc(NC(=O)c2cccs2)s1 | 0.1 | 1.4 | 0.4 | -6.1 | -5.6 | 4.6 | 0.2 | 10.3 | -11.1 | 38.9
CC(=O)C(=Nc1ccc(Cl)cc1Cl)NNc1cccc(Cl)c1 | 0.2 | -0.6 | 3.7 | -1.3 | -9.3 | -2.9 | -0.1 | -6.1 | -1.6 | -7.3
O=C(Nc1ccccc1N1CCCC1)C1CCN(S(=O)(=O)c2cccc(C(F)(F)F)c2)CC1 | -4.7 | 3.9 | -2.3 | 16.6 | 9.6 | -2.1 | -6.6 | 0.2 | -10.1 | -20.3

Bioassay records (PubChem BioAssay)
